Shn3 inh set2: reduction of Shn3 3'UTR firefly luciferase signal, primary screen, Schnurri-3 inhibitor project, cell-based, Clone20 osteoblasts, set 2 | 0.52% of 360,000 active | inhibition, % at 12.5 µM | Clone20 osteoblast Shn3 3'UTR firefly luciferase, 24 h;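 active means mean inhibition of at least 75% with every replicate also reaching 75%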;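 further: 0% = median of neutral control wells and 100% = pilot-screen positive control compound; some compounds past the cut are filed as inactive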
iPSC survival up: enhancers of single-cell hiPSC survival, primary screen, ATPlite luminescence; 100% = ROCK inhibitor wells, 0% = DMSO; survival enhancement, % at 20 µM; 0.044% of 360,000 active; AID 602274, 2012; in the data active means survival enhancement above about 18%;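 further: cells exposed to compounds for 16 hours before the ATP read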
aDG glyco up: activators of alpha-DG glycosylation, primary screen, uHTS, Pro5-aDG cells, AlphaScreen. 0.22% of 360,000 active. activation, % at 10 µM. alpha-DG glycosylation AlphaScreen (IIH6); 0% Pro5, 100% B10-LARGE cell signal;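 active means activation of at least 8% versus controls, or a plate z-score of at least 8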;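 further: Pro5 are CHO cells carrying HIG-tagged alpha-DG that lacks glycosylation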
NR2E3 ag-1: NR2E3 agonists in two-hybrid cells, primary screen, cell-based, luminescence, CHO-S, Gal4-NCOR/VP16-NR2E3 | 0.35% of 360,000 active | AID 602229, 2012 | Photoreceptor-specific nuclear receptor (Homo sapiens), Q9Y5X4 | inhibition of corepressor binding, % at 3.98 µM | luciferase;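 active means inhibition above the mean of all tested compounds plus 3 SD, cut at about 70% in these data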;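 further: 0% = DMSO with NR2E3 transfected cells and 100% = cells lacking NR2E3 construct; higher means lower luciferase signal from less NR2E3 corepressor binding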
Target sequence (Q9Y5X4 whole entry, looked up, the tested form may be a part): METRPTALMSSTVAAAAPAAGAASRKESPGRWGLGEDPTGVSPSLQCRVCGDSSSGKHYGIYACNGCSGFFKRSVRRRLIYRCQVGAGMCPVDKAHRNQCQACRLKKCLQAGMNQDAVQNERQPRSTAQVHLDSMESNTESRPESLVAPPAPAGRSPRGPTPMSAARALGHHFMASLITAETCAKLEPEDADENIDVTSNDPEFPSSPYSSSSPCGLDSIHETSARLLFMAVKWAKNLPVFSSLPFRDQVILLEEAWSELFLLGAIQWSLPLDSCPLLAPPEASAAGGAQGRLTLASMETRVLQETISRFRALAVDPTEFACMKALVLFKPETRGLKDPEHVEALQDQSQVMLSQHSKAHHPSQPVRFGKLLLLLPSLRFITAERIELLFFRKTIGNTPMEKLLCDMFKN
HIF-2a inh: HIF-2a reporter inhibitors, primary screen, luminescence, 786-0 RCC cells. 786-0 RCC cells HIF-2a reporter, luciferase luminescence, overnight. 0.72% of 360,000 active. inhibition, % at 18.8 µM;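 active means inhibition of the luminescence signal of 40% or more relative to plate controls, in a single-dose primary screen at 18.75 µM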
TRPM1 prom inh: inhibitors of MITF-dependent TRPM1 promoter reporter, primary screen, cell-based, SK-MEL-5, single point, luciferase; SK-MEL-5 TRPM1 promoter luciferase, 24 h; 0.83% of 330,000 active; inhibition, % at 12.5 µM; AID 488899, 2010;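 active means mean inhibition across replicates of 60% or more, whatever share of single replicates reaches that level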; further: values of inactives mirror those of a sister screen read the other way
KKLEB cytotox: cytotoxicity in KKLEB CF airway cells, primary screen, cytotoxicity control for CF NF-kB inhibitor project, cell-based, uHTS, fluorescence assay plates. KKLEB CF airway cells viability, ATPlite luminescence, overnight; hits give low values; cells stimulated with P. aeruginosa culture filtrate. activity change (cytotoxicity), % at 5 µM. 0.36% of 360,000 active;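 active means corrected activity change at or below -50% at 5 µM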
TWEAK Fn14 block: inhibitors of TWEAK-Fn14 signaling, primary screen, luciferase reporter cells, uHTS | 2% of 360,000 active | inhibition, % at 10 µM | TWEAK-stimulated Fn14 reporter cells, luciferase luminescence, 8 h | AID 1159606, 2016; in the data active means inhibition above about 50%
Peg3 promoter: Peg3 promoter-driven luciferase inhibitors, primary screen, cell-based, HeLa, luciferase luminescence | HeLa PEG-Prom luciferase reporter, overnight | inhibition, % at 20 µM | 1.7% of 360,000 active;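 active means inhibition of at least 50% at 20 µM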
CF NFkB block: inhibitors of PAF-induced NF-kB signaling, primary screen, cell-based, GFP fluorescence, uHTS | inhibition, % at 5 µM | 0.86% of 360,000 active | AID 588850, 2011 | KKLEB NF-kB-GFP reporter, GFP fluorescence overnight;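 active means at least 50% inhibition at 5 µM, scaled per plate between neutral and stimulator controls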;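 further: PAF is a Pseudomonas aeruginosa culture filtrate used as stimulus; plate controls were PAF-stimulated DMSO wells for no effect and unstimulated DMSO wells for full effect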
NR2E3 ag-2: inhibitors of NR2E3-RetCOR corepressor binding, primary screen, NR2E3 agonist project, biochemical, TR-FRET, GST-NR2E3, biotin-RetCOR; Photoreceptor-specific nuclear receptor (Homo sapiens), Q9Y5X4; 1536-well; AID 2300, 2010; inhibition of corepressor binding, % at 4.78 µM; 0.12% of 320,000 active;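 active means percent inhibition above the cutoff of mean plus 3 SD of all tested compounds, set per screening campaign, cut at about 20% in these data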;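 further: 0% = DMSO wells and 100% = biotin wells as full block of FRET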
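System: GST-tagged NR2E3 plus biotinylated RetCOR corepressor; Buffer or medium: pH 7.5 Tris-based buffer; Probe or stimulus: RetCOR corepressor, biotinylated, 7 nM; Doses: compound at 4.8 µM, single dose; Schedule: 5 h incubation at 4 °C; Technique: time-resolved FRET; Evaluation: percent inhibition of TR-FRET ratio; Replication: one well per compound, singlicate testing.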
* = called active by the depositor; / = not tested or not shown.

molecule	Shn3 inh set2	iPSC survival up	aDG glyco up	NR2E3 ag-1	HIF-2a inh	TRPM1 prom inh	KKLEB cytotox	TWEAK Fn14 block	Peg3 promoter	CF NFkB block	NR2E3 ag-2
COc1ccc(-n2ncc(C(C)NS(=O)(=O)c3cc(C)sc3C)c2C)cc1 (centres undefined)	4	-1.7	0.1	-5	-4	/	6	10	8	-22	/
C=CCn1c(SCC(=O)Nc2ccccc2)nnc1-c1cccc(S(=O)(=O)N2CCOCC2)c1	3	-1.7	0.2	-7	-23	-5	-1	-6	-9	10	3
O=C(CSc1ccc2nnc(-c3ccccn3)n2n1)Nc1ccc(F)cc1F	-2	-0.6	-0.1	-16	13	3	1	1	-7	-4	1
Cn1c(SCC(=O)Nc2cccnc2)nnc1-c1ccccc1F	-9	1.9	-0.2	3	4	11	1	-12	14	16	-2
O=C(CN1CC(=O)Oc2ccccc21)OCC(=O)c1ccc(F)cc1	13	0.9	0.0	-42	6	30	-20	13	43	26	0
CCC(C)Cn1c(C(C)C)nc2ccccc21 (centres undefined)	-16	-1.5	-0.5	-10	7	-19	9	16	4	12	-1
Cc1ccc(-c2nnc(SCC(=O)N/N=C/c3ccccc3C(=O)O)n2C2CCCCC2)cc1	-9	-0.3	0.0	-8	11	8	3	-21	16	5	1
O=C(NC1CC1)c1cccc(NC(=O)C2CCCCC2)c1	-10	1.0	0.0	0	-13	3	19	0	-15	-13	/
CCc1c(C)c(C#N)c2nc3ccccc3n2c1NCCCN(C)C	-25	4.8	-0.3	3	2	/	12	-5	3	-30	/
CCOC(=O)c1cn[nH]c1NC(=S)Nc1ccc(OC)cc1	/	-0.6	0.2	-98	-128	-11	-20	76*	-213	31	1
O=[N+]([O-])c1cccc(-c2noc(COc3ccccc3)n2)c1	-7	5.0	0.2	-15	-116	-14	10	-32	-58	-9	0
O=C(CN1C2CCCC1CC(NC(=O)C1CCCCC1)C2)Nc1ccccc1C(F)(F)F (centres undefined)	55	-0.5	0.3	17	8	15	4	22	18	3	2
COc1ccc(N(C(=O)c2ccco2)C(C(=O)NC2CCCC2)c2ccccc2)cc1 (centres undefined)	-3	-0.6	0.0	-20	3	0	-9	15	13	2	1
CN1CCN(C(CNS(=O)(=O)c2cccs2)c2cccnc2)CC1 (centres undefined)	-11	2.7	6.0	-3	12	/	6	2	-6	-19	0
O=C(OCC(=O)c1c[nH]c2ccccc12)c1ccc(F)c(S(=O)(=O)N2CCOCC2)c1	26	5.0	-0.4	2	9	/	-10	-6	1	7	/
CN1CCN(/N=C/c2ccc(N(C)c3ccccc3)cc2)CC1	5	-0.2	0.0	-14	7	1	0	2	-33	-24	2

A second format for part of the listing above:
Value order – Shn3 inh set2	iPSC survival up	aDG glyco up	NR2E3 ag-1	HIF-2a inh	TRPM1 prom inh	KKLEB cytotox	TWEAK Fn14 block	Peg3 promoter	CF NFkB block	NR2E3 ag-2
CCC(C)Cn1c(C(C)C)nc2ccccc21 (centres undefined)
  -16	-1.5	-0.5	-10	7	-19	9	16	4	12	-1
Cc1ccc(-c2nnc(SCC(=O)N/N=C/c3ccccc3C(=O)O)n2C2CCCCC2)cc1
  -9	-0.3	0.0	-8	11	8	3	-21	16	5	1
O=C(NC1CC1)c1cccc(NC(=O)C2CCCCC2)c1
  -10	1.0	0.0	0	-13	3	19	0	-15	-13	/

The listing continues.
molecule	Shn3 inh set2	iPSC survival up	aDG glyco up	NR2E3 ag-1	HIF-2a inh	TRPM1 prom inh	KKLEB cytotox	TWEAK Fn14 block	Peg3 promoter	CF NFkB block	NR2E3 ag-2
O=C(CSc1nnc(NC(=O)c2ccc(F)cc2)s1)NCc1ccco1	-46	-0.4	-0.1	-20	-105	-19	9	7	-157	1	6
CC(C)CC1C(=O)N(Cc2cn(CCC3OCCCO3)nn2)CCS(=O)(=O)N1Cc1ccc(-c2ccc(Cl)nc2)cc1 (centres undefined)	-1	-2.0	-0.1	-38	-182	/	4	-7	-33	-3	/
O=C(Cc1ccc(Cl)c(Cl)c1)Nc1cccnc1	0	-0.5	0.2	-22	-22	-2	-4	12	0	4	4
CC(OC(=O)CN1C(=O)NC2(CCCC2)C1=O)C(=O)c1ccc(C(C)(C)C)cc1 (centres undefined)	-52	-0.3	-0.2	-16	-19	-26	-12	-8	-40	24	3
O=C(c1ccccc1-c1ccccc1)N1CCN(c2ccccn2)CC1	1	0.7	-0.1	-61	-5	0	-6	26	26	21	-1
Cc1ccc(C(=O)N2CCCC2(C)C(=O)NCC(C)C)cc1F (centres undefined)	-16	-0.1	-0.2	15	14	/	-1	-6	-10	13	/
O=C(NCc1ccccc1)C(c1ccccc1)N(C(=O)c1csnn1)C1CC1 (centres undefined)	-14	-0.5	0.1	17	31	2	6	22	6	10	-1
COc1cc(C(=O)NCCc2cn3ccc(C)cc3n2)cc(OC)c1OC	-7	-1.7	-0.2	22	19	/	-21	-12	14	-2	1
O=C(NC(Cc1ccccc1)C(=O)O)/C(=C/c1cccc(Br)c1)NC(=O)c1ccco1 (centres undefined)	2	-0.3	0.0	-10	23	7	-4	13	-9	-1	5
COc1cccc(CNc2ccc(F)c(Cl)c2)c1OC	-8	-0.6	0.0	-15	-37	-8	0	-2	-17	4	4
Cc1ccccc1CC1(CO)CCCN(C(=O)c2ccc(F)cc2)C1 (centres undefined)	-6	1.7	0.1	2	-3	-10	-19	-22	2	16	0
Cc1nc2ccc(C(=O)N(C)CC3CCCN(CCc4ccc(Cl)cc4)C3)cc2[nH]1 (centres undefined)	-2	-0.4	0.0	-6	8	-11	-6	-6	-7	18	2
CC(C)[C@H](NC(=O)[C@@H]1Cc2c([nH]c3ccccc23)C2c3ccccc3C(=O)N21)C(=O)NCC1CCCO1 (some centres undefined)	5	2.0	0.1	-29	15	8	-3	6	4	10	1
Cc1occc1C(=O)NCCCc1ccccc1	-26	12	-0.1	-13	-101	-17	1	-9	-93	15	0
Cc1cccc(-c2n[nH]c(=S)n2/N=C/c2ccco2)c1	-1	-0.3	0.0	-21	23	9	0	0	8	-7	2
CCN(CC)P(=O)(Nc1ccc(Br)cc1)c1c(C)nn(CCC#N)c1NC(=O)c1ccc(Cl)cc1 (centres undefined)	2	-0.6	-0.1	-9	4	-6	-2	13	4	21	1
Cn1c(=O)n(Cc2ccccc2)c(=O)c2c1nc1n2CCS1	12	-1.6	0.1	-3	17	5	-16	8	20	0	-3
CCCCn1c(=N)n(CC(O)COc2cccc(C)c2)c2ccccc21 (centres undefined)	77	-3.9	0.6	49	7	1	-9	-53	70*	5	-2
O=C(COC(=O)/C=C/c1cccc(F)c1)Nc1ccccc1	-2	-0.8	-0.2	10	-14	-9	-2	0	-17	2	5
O=C(c1ccc(Cl)c(Cl)c1)N1CCC(O)(CN2CCOCC2)CC1	-6	0.2	-0.1	-18	-7	-6	13	9	3	6	2
O=C(c1cc(F)c(F)cc1Cl)N1CCCCC1	-3	-1.7	-0.1	-25	16	-4	8	1	-5	4	-1
CC(=O)Oc1cccc(C(=O)Nc2ccc(NC(=O)c3cccs3)cc2)c1	-114	-0.5	-0.3	-55	-190	-79	-17	-54	-198	-5	-2
Cc1csc(SCC(=O)Nc2cc(C(C)(C)C)nn2-c2ccccc2)n1	19	-2.0	-0.2	10	18	29	-18	23	22	22	3
O=C(Cn1nnc(-c2ccccc2F)n1)NCc1ccco1	-23	-1.4	-0.2	-13	2	2	-8	0	-2	1	0
Cc1ccc(S(=O)(=O)N2CCN(C(=O)[C@H](Cc3ccccc3)NC(=O)c3ccco3)CC2)cc1C	22	-0.3	0.0	-19	10	-5	-11	4	8	6	2
Cc1cccc(NC(=O)C(=O)NCCCN2CCOCC2)c1	-21	-0.2	1.0	-1	-24	3	8	10	-5	-9	3
CCOC(=O)c1c(C)[nH]c(C)c1S(=O)(=O)N1CCN(c2ccc([N+](=O)[O-])cc2)CC1	8	0.0	0.0	-4	11	0	-17	-24	16	20	0
Cc1cc(=O)oc2cc(O)c(N=Nc3ccccc3)cc12	-25	-0.3	0.0	-19	-34	-23	-6	-44	-61	-80	2
CCOC(=O)N1C(=O)NC(=O)C1c1ccc(Cl)cc1 (centres undefined)	4	-0.9	0.0	1	4	0	10	1	1	-22	/
Cn1nc(C(C)(C)C)cc1C(=O)N1CCCC(c2cc(C(=O)Nc3ccccc3Cl)no2)C1 (centres undefined)	15	2.6	0.3	-13	0	/	-2	27	19	21	/
O=C1C2C3C=CC(CC3)C2C(=O)N1c1ccccc1 (centres undefined)	-21	0.6	0.5	-16	15	11	2	-8	8	5	/
COc1ccc(-n2ncc3c2CC(C)(C)CC3NC(=O)c2ccnn2C)cc1 (centres undefined)	11	-0.4	0.5	-17	-10	6	-7	-10	2	-19	4
